Screening results: PubChem, Johns Hopkins Ion Channel Center
CHT inh = inhibitors of human choline transporter CHT; Q9GZV3; CHT-expressing cells, membrane potential dye, choline response; stronger effect = lower value; B-score at 10 µM; hit rate 0.86% among 310,000; AID 488975;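 active means B-score over 3 SD under the library average, and starting fluorescence ratio not unusually high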;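 further: choline stimulus applied at its EC90 after an EC20 pre-addition; B-score computed on integrated fluorescence ratio after choline addition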
Target sequence (Q9GZV3 whole entry, looked up): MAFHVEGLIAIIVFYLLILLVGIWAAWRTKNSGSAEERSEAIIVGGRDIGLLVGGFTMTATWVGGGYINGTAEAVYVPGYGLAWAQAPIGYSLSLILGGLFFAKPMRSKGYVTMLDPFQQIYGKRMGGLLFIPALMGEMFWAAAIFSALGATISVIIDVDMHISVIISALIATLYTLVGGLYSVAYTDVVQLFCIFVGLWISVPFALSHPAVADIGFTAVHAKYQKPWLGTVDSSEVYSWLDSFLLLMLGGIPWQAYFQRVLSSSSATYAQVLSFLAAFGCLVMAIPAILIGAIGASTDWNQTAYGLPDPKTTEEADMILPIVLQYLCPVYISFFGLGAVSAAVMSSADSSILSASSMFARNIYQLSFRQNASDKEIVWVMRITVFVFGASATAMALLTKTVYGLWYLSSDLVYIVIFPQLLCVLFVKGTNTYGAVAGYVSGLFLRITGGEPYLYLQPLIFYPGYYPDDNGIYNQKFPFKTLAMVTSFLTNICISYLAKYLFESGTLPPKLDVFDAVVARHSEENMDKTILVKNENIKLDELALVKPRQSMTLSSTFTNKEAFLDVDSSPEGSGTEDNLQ
CHT PAM = human CHT allosteric activation. Q9GZV3. CHT-expressing cells, membrane potential dye, choline EC20; stronger effect = higher value; LV-AA mutant CHT in HEK293 cells. B-score at 10 µM. hit rate 0.49% among 310,000;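 active means initial fluorescence not abnormally high and integrated response B-score, plate-corrected, over 3 SD above library mean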
Starred values were filed as active, the others as inactive; i = inactive. The order is random; 1.4% or so of the library scored in one or more.

| Structure | CHT PAM | CHT inh |
| --- | --- | --- |
| O=S(=O)(Nc1ccc(N2CCCCC2)cc1)c1cccc2cccnc12 | i | i |
| CCC(=O)N1CCN=C1SCc1cccc(C(F)(F)F)c1 | i | i |
| Cc1cccc(OCC(=O)Nc2ccccc2N2CCCCC2)c1 | i | i |
| CCOc1cc(NC(=S)NCC2CCCO2)c(OCC)cc1NC(=O)c1cccc(F)c1 (centres undefined) | i | i |
| CCOC(=O)[C@H]1[C@H]2COc3ccccc3[C@@H]2N2C(=O)c3cc(Br)ccc3NC(=O)[C@@]12C | i | i |
| CC(=O)N(C)c1ccc(NC(=O)CCN2C(=O)c3ccccc3C2=O)cc1 | i | i |
| COc1cccc(/C=C/C(=O)N2CCN(c3ccccn3)CC2)c1 | i | i |
| CCOC(=O)C1=C(COC(=O)CNC(=O)c2ccc(C(C)(C)C)cc2)NC(=O)NC1C (centres undefined) | i | i |
| C[C@]12CCC3c4ccc(O)cc4CCC3C1CC/C2=N\N (some centres undefined) | i | i |
| CN(C)CCNS(=O)(=O)c1ccc(N2CCc3ccccc32)c([N+](=O)[O-])c1 | i | i |
| CCOC(=O)C1=C(COC(=O)/C=C/c2ccc(OC)cc2OC)NC(=O)NC1C (centres undefined) | i | i |
| CCCN(C(=O)COC(=O)Cn1c(=O)oc2ccccc21)c1c(N)n(Cc2ccccc2)c(=O)[nH]c1=O | i | i |
| COC(=O)c1cccc(-n2nnnc2SCC(=O)Nc2cc(C)on2)c1 | i | i |
| COc1cccc(/C=N/NC(=O)CN2CC(c3ccccc3)CC2=O)c1O (centres undefined) | i | i |
| CCOC(=O)c1c(-c2cccs2)csc1N | i | i |
| Cc1c(Cl)cccc1NC(=O)c1ccc(-n2ccnc2)nc1 | i | i |
| CCOC(=O)C1CCCN(C(=O)CCNS(=O)(=O)c2ccc3c(c2)CCC(=O)N3)C1 (centres undefined) | i | i |
| OC(CNCCc1ccc(C(F)(F)F)cc1)COc1cccc2ccccc12 (centres undefined) | i | i |
| O=[N+]([O-])c1ccc(N2CCN(c3ccccc3F)CC2)c(S(=O)(=O)N2CCOCC2)c1 | 6.2* | i |
| Cc1cc(C)n(CC(=O)N2CCCC(C(=O)c3cccc(OC(C)C)c3)C2)n1 (centres undefined) | i | i |
| Cc1ccc(C(=O)Oc2cccnc2)cc1[N+](=O)[O-] | i | i |
| COc1ccc(-n2nc3cc(C)c(NC(=O)c4cccnc4)cc3n2)cc1 | i | i |
| COc1ccc(/C=C/C(=O)Nc2c(C)nn(C)c2C)cc1COc1ccc(Br)cc1 | i | i |
| CC(=O)N1N=C(c2ccc(Br)cc2)CC1c1cn(C)c2ccccc12 (centres undefined) | i | i |
| O=C(O)c1ccccc1Sc1c([N+](=O)[O-])cc(C(F)(F)F)cc1[N+](=O)[O-] | i | i |
| O=C(Cc1cccs1)NCCCc1ccccc1 | i | i |
| Fc1cccc(/C=N/NC(=S)Nc2ccccc2Cl)c1 | i | i |
| CC(C)(C)c1ccc(OCCNC(=S)NC(=O)c2cccnc2)cc1 | i | i |
| CC1=C(C(=O)N(C)C)C(c2ccc(N3CCOCC3)cc2)NC(=O)N1 (centres undefined) | i | i |
| CC(=O)NCCCc1nc2ccccc2n1Cc1ccccc1C | i | i |
| CCCn1c(=O)[nH]c(=O)c2c1nc(-c1cccs1)n2CCOC | i | i |
| Cc1nc2ccccc2nc1OCC(=O)Nc1ccccc1 | i | i |
| O=C(NNc1cccc(Cl)n1)Nc1ccccc1Cl | i | i |
| Cn1c(NC(=O)c2ccc(Br)o2)cc(=O)n(C)c1=O | i | i |
| Cc1cccc(CSCc2ccc(C(=O)O)o2)c1 | i | i |
| CC1(C)CC(=O)C(CC2=C(O)CC(C)(C)CC2=O)C(=O)C1 | i | i |
| COc1ccc(NCC(=O)N/N=C/c2cc([N+](=O)[O-])ccc2N2CCCC2)cc1 | i | i |
| Cc1ccc(S(=O)(=O)N2CCCCC2)cc1C(=O)N(C)CC(=O)Nc1ccc(Cl)c(C(F)(F)F)c1 | i | i |
| CC1(c2ccc(NC(=O)c3ccccc3F)cc2)CC1(Cl)Cl (centres undefined) | i | i |
| O=C(CN1C(=O)COc2ccccc21)Nc1ccc2c(c1)OCCO2 | i | i |
| Cc1c(NC(=O)C(C)OC(=O)c2cc(Cl)nc(Cl)c2)c(=O)n(-c2ccccc2)n1C (centres undefined) | i | i |
| CC1CC(C)CN(CCCNC(=O)C2CCN(c3ncnc4c3sc3cccc(F)c34)CC2)C1 (centres undefined) | i | i |
| CNC(=O)COC(=O)c1ccc(Cl)c(S(=O)(=O)N2CCCC2)c1 | i | i |
| Cc1[nH]c2ccccc2c1/C=N/NC(=O)Nc1ccccc1 | i | i |
| CCc1nc(C)ccc1OCC(=O)N(CC)CC | i | i |
| COCc1nc2ccccc2n1Cc1c(F)cccc1Cl | i | i |
| CN(C)S(=O)(=O)c1cccc(NC(=O)c2cccc(S(=O)(=O)N3CCCCC3)c2)c1 | i | i |
| CCn1c(SCC(=O)c2ccc3ccccc3c2)nnc1-c1cccs1 | i | i |
| N#Cc1cn(CCOc2ccc(F)cc2)c2ccccc12 | i | i |
| O=C(NCCN1C(=O)S/C(=C\c2ccccc2)C1=O)C1CCN(S(=O)(=O)c2cccs2)CC1 | i | i |
| CCOC(=O)N1CCN(S(=O)(=O)c2ccc(C(=O)N(CCN(CC)CC)c3nc4ccc(C)cc4s3)cc2)CC1 | i | i |
| C=CS(=O)(=O)c1ccc(Oc2ccc(S(=O)(=O)C=C)cc2)cc1 | i | i |
| CC(C)OC(=O)CSc1nnc(-c2ccc(Cl)cc2Cl)n1N | i | i |
| COc1cccc(OC)c1C(=O)Nc1ccc2c(c1)n(C)c(=O)n2C | i | i |
| CCCn1c(-c2cc(OC)c(OC)c(OC)c2)nc2nc3ccccc3nc21 | i | i |
| COC(=O)c1ccc(N=Nc2ccccc2)cc1 | i | i |
| COC(=O)COc1ccc(S(=O)(=O)Nc2ccc3c(c2)OCCO3)cc1C | i | i |
| Cc1c(NC(=O)CN2C(=O)c3ccc([N+](=O)[O-])cc3C2=O)c(=O)n(-c2ccccc2)n1C | i | i |
| CC1CC(C)CN(CC(O)COCCOc2ccc(Br)cc2)C1 (centres undefined) | i | i |
| c1ccc(CN2CCN(CCN3CCn4c3nc3ccccc34)CC2)cc1 | i | i |

(next part)
| Structure | CHT PAM | CHT inh |
| --- | --- | --- |
| CCOC(=O)c1cccc(NC(=O)CSc2nnc(COc3ccccc3)n2CC)c1 | i | i |
| O=C(NCSc1ccnc(SCNC(=O)c2ccccc2)n1)c1ccccc1 | i | i |
| CCOc1ccc(-n2c(=O)c3c(C)c(C(=O)N(C)C)sc3n(CC(=O)Nc3ccccc3F)c2=O)cc1 | i | i |
| O=S(=O)(NCc1cccnc1)c1ccc2ccccc2c1 | i | i |
| COc1ccc(CNC(=O)CSc2cccc3cccnc23)cc1 | i | i |
| CC(NC(=O)C(=O)NN=C1CCCC1)c1ccccc1 (centres undefined) | i | i |
| COc1ccc2nc(NCc3cccnc3)sc2c1 | i | i |
| CCOc1ccc(C2C3=C(CCCC3=O)Nc3ccc4ncccc4c32)cc1 (centres undefined) | i | i |
| O=C(Nc1ccc2c(c1)Cc1ccccc1-2)c1ccco1 | i | i |
| COc1ccccc1NC(=O)C1CCCCN1S(=O)(=O)c1ccc(F)cc1 (centres undefined) | i | i |
| Cc1cc(=O)n2nc(N3CCC(C(=O)Nc4cccc(Cl)c4C)CC3)sc2n1 | i | i |
| O=C(Nc1ccc(O)c(-c2nc3ccccc3s2)c1)c1cccs1 | i | i |
| COc1ccc(CNC(=O)C2CCN(S(=O)(=O)c3cc(OC)ccc3OC)CC2)cc1 | i | i |
| Nc1nonc1-c1nc2ccccc2n1CCC(=O)O | i | i |
| CCSC(=O)NC12CC3CC(CC(C3)C1)C2 | i | i |
| CCOC(=O)c1cc2c(ccn2C)n1CC(=O)N1CCN(c2ccc(F)cc2)CC1 | i | i |
| CNC(=S)NNC(=O)c1cc(-c2cccnc2)nc2ccccc12 | i | i |
| Cc1ccc(/C=C/C(=O)OCC(=O)N(CC(C)C)c2c(N)n(Cc3ccccc3)c(=O)[nH]c2=O)o1 | i | i |
| O=C(CN(c1ccc(F)cc1)S(=O)(=O)c1ccccc1)N1CCOCC1 | i | i |
| CCOCCCN(C)C1CCN(C(=O)c2oc3ccccc3c2NC(=O)COc2cccc(C)c2)CC1 | i | -6.4* |
| Cc1sc2ncnc(Sc3nnnn3-c3ccc(Cl)cc3)c2c1C | i | i |
| N#CCc1c(C#N)c(N)nc(N2CCCC2)c1C#N | i | i |
| Cc1ccc(OCC(O)CNCc2ccccc2)cc1C (centres undefined) | i | i |
| O=C(NNC(=O)c1ccc([N+](=O)[O-])cc1)NC1CCCCC1 | i | i |
| COC(=O)COc1cccc(NS(=O)(=O)c2ccc(NC(C)=O)cc2)c1 | i | i |
| Cc1ccc(S(=O)(=O)NCCC(=O)NCc2ccccc2)cc1 | i | i |
| Cc1c(C2=CCN(S(=O)(=O)c3ccc(Cl)cc3)CC2)c2ccccc2n1C | i | i |
| O=C(Cc1cccc2ccccc12)N/N=C/c1ccc(OC(=O)/C=C/c2ccco2)cc1 | i | i |
| Cc1ccc(C(=O)C(OC(=O)c2cnccn2)c2ccccc2)cc1 (centres undefined) | i | i |
| CC(C)(C)c1nn(-c2ccccc2)c2[nH]c(=O)c(CNCc3ccco3)cc12 | i | i |
| CC(C)(C)OC(=O)NCCCC[C@H](NC(=O)[C@H](Cc1c[nH]c2ccccc12)NC(=O)OCc1ccccc1)C(=O)O | i | i |
| O=C(COc1ccccc1Cl)N1CCN(c2ccc([N+](=O)[O-])c(N3CCOCC3)c2)CC1 | i | i |
| COc1ccc(NC(C)=O)cc1NC(=O)CN1CCN(c2ccccn2)CC1 | i | i |
| CCN(C(=O)c1ccco1)C1C2CC3CC(C2)CC1C3 (centres undefined) | i | i |
| CCCCNC(=O)c1cccc(C(=O)NCCCC)c1 | i | i |
| CN(CCOc1cccc(C(F)(F)F)c1)Cc1ccccc1 | i | i |
| CCO[C@@H]1OC(C(=O)N2CCN(C)CC2)=C[C@H](c2coc3ccccc3c2=O)[C@H]1CCCO | i | i |
| O=S(=O)(NCc1ccco1)c1cnc(Cl)c(Br)c1 | i | i |
| CCN(CC)c1ccc(NC(=O)c2ccccc2OCC(=O)OC)cc1 | i | i |
| CCCCC(=O)Nc1sc2c(c1C(=O)OCC)CCC(C=O)=C2Cl | i | i |
| NC(=O)c1nsc(C(=O)N(c2ccc3c(c2)OCCO3)C(C(=O)NCC2CCCO2)c2ccc(F)cc2)c1N (centres undefined) | i | i |
| COc1ccccc1C(=O)Nn1c(-c2cccs2)nc2ccccc2c1=O | i | i |
| Cc1cccc(N2CC(C(=O)Nc3ccc(S(=O)(=O)N4CCCCC4)cc3)CC2=O)c1C (centres undefined) | i | i |
| CC(NC(=O)c1ccccc1NC(=O)c1ccncc1)c1ccccc1 (centres undefined) | i | i |
| O=C(c1ccccc1Br)N1CCN(Cc2ccc3c(c2)OCO3)CC1 | i | i |

Entries listed so far that contain a cyano group, in the order listed:
| Structure | CHT PAM | CHT inh |
| --- | --- | --- |
| N#Cc1cn(CCOc2ccc(F)cc2)c2ccccc12 | i | i |
| N#CCc1c(C#N)c(N)nc(N2CCCC2)c1C#N | i | i |

New compounds follow.
| Structure | CHT PAM | CHT inh |
| --- | --- | --- |
| CC1(C)OC2CCN3C(C(O)COS3(=O)=O)C2O1 (centres undefined) | i | i |
| CCOc1ccc(C(=O)Nc2ccc(NC(=O)c3cccs3)cc2)cc1[N+](=O)[O-] | i | i |
| CC1=C(C(N)=O)C(c2ccccc2F)NC(=O)N1 (centres undefined) | i | i |
| COC(=O)c1ccccc1NS(=O)(=O)c1ccc2c3c(cccc13)C(=O)N2 | i | i |
| CC(/C=N\N1CCN(c2ccc(Cl)cc2)CC1)=C\c1ccccc1 | i | i |
| Cc1ccc(-c2nc(N)sc2CC(=O)OCC(=O)NC2CCCC(C)C2C)cc1 (centres undefined) | i | i |
| CC(C)Cc1cc(C(=O)Nc2sc3c(c2C#N)CCCC3)no1 | i | i |
| CCOC(=O)/C=c1\s/c(=C\c2ccc3cc(OC)ccc3c2)c(=O)n1CC(=O)NCC1CCCO1 (centres undefined) | i | i |
| Cc1ccc(C)c(S(=O)(=O)N2CCCOC2CNC(=O)C(=O)NCc2ccccn2)c1 (centres undefined) | i | i |
| Cc1cccc(C)c1OCC(=O)NCc1nnc(SCC(=O)NC2CCCCC2)n1C | i | i |
| Cc1cc(C(=O)N/N=C/c2cccn2C)n[nH]1 | i | i |
| CC(Sc1nnc(-c2ccc(Cl)cc2)n1C)C(N)=O (centres undefined) | i | i |
| Cc1c(CC(=O)N[C@@H](C)C(=O)O)c(=O)oc2cc3c(cc12)CCC(C)(C)O3 | i | i |
| O=C(Nc1ccccc1)Nc1ccc(Cl)c(S(=O)(=O)N2CCOCC2)c1 | i | i |
| Cc1oc(/N=C/c2ccccc2)c(C#N)c1C | i | i |
| CCOC(=O)Cc1nc2cc(Cl)ccc2o1 | i | i |
| CCCOc1cccc(C(=O)NCCNC(=O)c2ccccn2)c1 | i | i |

Whole records as entered above. Screens in order: CHT PAM	CHT inh
`CCCOc1cccc(C(=O)NCCNC(=O)c2ccccn2)c1` is listed with i	i
`CC1=C(C(N)=O)C(c2ccccc2F)NC(=O)N1` (centres undefined) is listed with i	i
`Cc1c(CC(=O)N[C@@H](C)C(=O)O)c(=O)oc2cc3c(cc12)CCC(C)(C)O3` is listed with i	i
`CCOc1ccc(C(=O)Nc2ccc(NC(=O)c3cccs3)cc2)cc1[N+](=O)[O-]` is listed with i	i
`COC(=O)c1ccccc1NS(=O)(=O)c1ccc2c3c(cccc13)C(=O)N2` is listed with i	i
